Screening results: PubChem BioAssay, several laboratories
PLAP inhibition – PLAP enzyme inhibitors, biochemical, luminescence, HTS (AID 690) | purified PLAP, luminescent substrate; higher % means a stronger effect | inhibition, % at 20 µM; hits with a dose series show IC50 in µM | 0.08% of 96,000 active; in the data active = a potency from the dose series; inactive = the rest, 99 in 100 with inhibition below about 30%; also: strong numbers were not always called active
IL1B NFkB pot – enhances IL-1B driven NFkB nuclear translocation; HUVEC IL-1B NFkB p65 nuclear translocation imaging; activation, % at 2 µM; 0.3% of 94,000 active;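 active = activation above 40%, about the mean plus 3 SD, also judged a hit on visual image review; inconclusive = activation above 40% but not a hit on visual review; inactive = activation not above 40% and no visual hit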;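 also: percent activation is computed from the nuclear over cytoplasmic p65 intensity ratio; values of inactives mirror those of a sister screen read the other way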
Bcl-B displacement – displacers of TR3 peptide from Bcl-B, primary screen, selectivity assay for Bfl-1 inhibitor project, biochemical, fluorescence polarization | displacement, % at 20 µM; hits with a dose series show IC50 in µM | FP displacement of FITC-TR3 peptide from Bcl-B; higher % means a stronger effect | AID 748 | 0.11% of 96,000 active;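 active = displacement above 50% at 20 µM plus a fluorescence interference ratio under 1.5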;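 also: plate controls were wells without compound for no effect and wells lacking Bcl-B protein for full effect; a part of the inactive calls stands beside numbers as strong as those of hits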
IL1B NFkB inh – blocks IL-1B driven NFkB nuclear translocation in HUVEC cells; HUVEC IL-1B NFkB p65 nuclear translocation imaging; inhibition, % at 2 µM; 0.43% of 94,000 active; AID 796;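 active = inhibition above about 30% together with a positive call from visual inspection of the well image, limit read from the data; inconclusive = inhibition above a set limit but visual check negative; inactive = inhibition not above a set limit, visual check negative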;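 also: nuclear over cytoplasmic p65 intensity ratio measured by imaging; 0% = IL-1B stimulated DMSO wells and 100% = unstimulated DMSO wells; values of inactives mirror those of a sister screen read the other way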
MRP reversal – MRP-mediated drug resistance reversal; H69AR cells + 2 uM doxorubicin, CellTiter-Glo, 72 h; differential viability (reversal), % at 10 µM; 0.04% of 85,000 active;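 active = viability drop by adding the cancer drug above about 55%, with treated viability meeting a 40% cutoff, limit read from the data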;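 also: viability without doxorubicin minus viability with 2 µM doxorubicin for each compound; larger differential means the compound sensitizes cells more to doxorubicin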
MRP reversal cytotoxicity – further read-out of MRP reversal, marked with its call; viability, %; H69AR cells, CellTiter-Glo, 72 h; measured here: cytotoxicity without doxorubicin
MRP reversal with doxorubicin – recorded beside MRP reversal, whose call it bears; viability, %; measured here: viability with 2 uM doxorubicin; hits give low values
IL1B NFkB inh cell count 2 µM – further read-out of IL1B NFkB inh, marked with its call; cell count; measured here: cells passing quality filter;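 raw number of nuclei counted in each imaged well without normalization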
IL1B NFkB pot cell count 2 µM – also measured in IL1B NFkB pot; calls as there; cell count; measured here: cells passing quality filter
* = called active by the depositor; u = inconclusive; x = no result given.

SMILES	PLAP inhibition	IL1B NFkB pot	IL1B NFkB pot cell count 2 µM	Bcl-B displacement	IL1B NFkB inh	IL1B NFkB inh cell count 2 µM	MRP reversal	MRP reversal cytotoxicity	MRP reversal with doxorubicin
Cc1cc(NC(=O)CCC(=O)N(c2ccccc2)C(C(=O)NC2CCCC2)c2ccncc2)no1 (configuration not stated)	-27.7%	-17.3	92	3.8%	17.3	92	-13.3	84.3	97.6
Cn1c(SCC(=O)OC2CCCCC2)nnc1-c1ccc2c(c1)OCO2	23.9%	-0.7	105	-0.1%	0.7	105	7.0	99.7	92.7
CCOc1ccc(C(=O)N(Cc2ccc(OC)cc2)Cc2cc3cc(OC)ccc3[nH]c2=O)cc1	9.2%	-0.3	180	7.3%	0.3	180	3.3	19.3	16.0
CCOC(=O)CSc1nc(C2CC2)cc(-c2ccc(F)cc2)c1C#N	15.4%	1.1	159	-8.3%	-1.1	159	x	x	x
COc1ccccc1Oc1ccc(S(=O)(=O)NCc2ccccn2)cc1	-69.4%	8.3	168	-14.2%	-8.3	168	-3.3	70.2	73.5
COc1ccc(Nc2nnc(SCc3cc([N+](=O)[O-])cc4c3OCOC4)s2)cc1	-42.9%	13.2	188	1.2%	-13.2	188	x	x	x
Cc1cc(C)cc(NC(=O)N2CCC(c3nc4ccccc4o3)CC2)c1	6.3%	8.8	176	-9.7%	-8.8	176	9.5	80.7	71.2
O=C1N2CCCc3cccc(c32)C12Nc1ccccc1S2 (configuration not stated)	25.9%	4.0	181	18.4%	-4.0	181	-9.1	87.0	96.1
COc1ccc(OC)c(NC(=O)CSc2nc(C)cs2)c1	18.9%	20.1	137	-5.6%	-20.1	137	x	x	x
COc1ccc(Nc2nc(-c3sc(N)nc3C)cs2)cc1	-51.2%	16.1	139	6.6%	-16.1	139	-33.4	29.3	62.8
CCCCn1c(SCC(=O)OCC)nnc1-c1ccoc1C	-13.2%	20.1	126	-0.5%	-20.1	126	-8.2	100.2	108.4
O=C(Nc1ccccc1-c1ccccc1)c1ccco1	27.9%	7.0	118	-6.8%	-7.0	118	-6.3	84.2	90.6
COc1cc(S(=O)(=O)NCC2OCCc3ccccc32)ccc1-n1cnnn1 (configuration not stated)	-1.8%	-7.3	129	0.3%	7.3	129	5.1	98.5	93.4
O=C(CCc1ccccc1)NCc1cccnc1	-10.1%	9.3	172	8.7%	-9.3	172	11.2	97.5	86.3
COc1ccccc1CN(Cc1cc2c(C)ccc(C)c2[nH]c1=O)Cc1nnnn1Cc1ccco1	9.6%	1.0	199	-1.1%	-1.0	199	-3.1	41.5	44.5
CC(C)CCNC(=O)CNC(=O)c1cccs1	23.7%	5.9	201	-10.1%	-5.9	201	-1.7	96.3	97.9
COCCN(C(=O)CNC(=O)c1cccs1)C(C(=O)NC1CCCCC1)c1ccco1 (configuration not stated)	-0.1%	1.2	122	-6.2%	-1.2	122	-28.5	58.9	87.3
COc1ccc(C(NC(C)=O)c2ccc3cccnc3c2O)c(OC)c1 (configuration not stated)	-144.0%	x	x	-4.0%	x	x	-0.4	0.9	1.3
CC(=O)c1ccc(NS(=O)(=O)c2ccc(C)cc2)cc1	-7.9%	6.0	184	-1.3%	-6.0	184	x	x	x
O=C1CCC(Cc2ccccc2)N1 (configuration not stated)	10.8%	x	x	-0.3%	x	x	13.1	98.6	85.5
Cc1ccc2c(c1)N(CCCC(=O)NCC1COc3ccccc3O1)C(=O)CO2 (configuration not stated)	-43.7%	3.4	184	-1.0%	-3.4	184	-9.5	70.1	79.6
CC(C)c1ccc(/C=C2\CC/C(=C\C=N\N(C)C)C2=O)cc1	-11.2%	24.2	163	-119.6%	-24.2	163	-2.7	89.0	91.7
Cn1c(=O)cc(SCC(=O)N2CCN(Cc3ccc4c(c3)OCO4)CC2)c2ccccc21	-16.1%	-6.5	143	12.8%	6.5	143	-9.0	100.5	109.5
CC(=O)c1cccc(NC(=O)Oc2ccccc2)c1	16.6%	13.9	189	-2.5%	-13.9	189	-2.2	104.0	106.2
CC(=O)c1cccc(NC(=O)C2CCCN(S(=O)(=O)c3ccc(F)cc3)C2)c1 (configuration not stated)	11.9%	-0.3	118	-10.3%	0.3	118	-2.0	86.3	88.3
CC(Sc1nnc(-c2cccs2)n1-c1ccccc1)C(=O)NCc1ccc2c(c1)OCO2 (configuration not stated)	-5.8%	13.6	176	13.9%	-13.6	176	5.8	38.8	33.0
Cc1cc2cc(CNC(=O)Nc3cccc(Cl)c3)ccc2n1C	-31.7%	12.8	176	-2.5%	-12.8	176	0.8	103.9	103.2
Cc1ccc(OCCn2c(=O)cnc3ccccc32)cc1	x	9.5	130	x	-9.5	130	-38.4	19.0	57.4
Oc1c(Br)cc(Br)cc1/C=N/c1nc2c(s1)CCCC2	x	15.0	139	x	-15.0	139	x	x	x
O=[n+]1c2c(n([O-])c3cc(F)ccc31)CCCC2	4.8%	-9.6	101	9.5%	9.6	101	-0.1	85.8	85.9
Cn1c(C(=O)NCCC2=CCCCC2)cc2c(=O)n3ccccc3nc21	8.9%	19.5	120	-5.4%	-19.5	120	-3.1	78.9	82.0
CC(=O)NNc1ccc(C(F)(F)F)cc1[N+](=O)[O-]	x	10.4	120	x	-10.4	120	5.3	92.8	87.4
CCN(CC)S(=O)(=O)c1ccc2[nH]c(=O)[nH]c2c1	-52.4%	x	x	3.0%	x	x	4.9	92.4	87.4
Cc1noc(C)c1S(=O)(=O)N1CCCC(C(=O)Nc2ccc(Cl)cn2)C1 (configuration not stated)	0.0%	1.4	165	-1.1%	-1.4	165	x	x	x
COc1ccc(C2(CNC(=O)/C=C\c3ccco3)CCCC2)cc1OC	-38.6%	-5.6	124	-2.9%	5.6	124	x	x	x
CC1(C)CC(=O)C=C(NCc2ccncc2)C1	0.0%	u	x	2.0%	-57.4	143	x	x	x
COC(=O)c1ccc(CSc2nc3ccccc3o2)cc1	8.9%	6.8	96	-1.8%	-6.8	96	19.0	111.5	92.5
COCCOC(=O)c1c(C)nc(SCC(=O)Nc2cccc3ccccc23)c(C#N)c1-c1ccco1	-1.9%	9.7	102	4.0%	-9.7	102	-7.4	11.3	18.8
CCn1ccc(=N)cc1	-8.2%	8.0	98	5.3%	-8.0	98	-1.3	92.5	93.8
COc1cccc(C2c3c(-c4ccccc4)n[nH]c3C(=O)N2c2ccc(C(=O)O)cc2)c1 (configuration not stated)	-4.7%	13.3	178	9.5%	-13.3	178	x	x	x
Cc1ccc2c(c1)N(CC(=O)N1CCCc3ccccc31)C(=O)CO2	7.6%	-9.3	109	0.9%	9.3	109	22.3	96.8	74.5
CCOC(=O)C1CCN(C(=O)Nc2ccc(Cl)cc2)CC1	4.7%	-10.8	192	7.4%	10.8	192	24.7	101.4	76.7
O=C(NCCN1CCN(Cc2ccccc2)CC1)C1c2ccccc2C(=O)N2CCc3ccccc3C12 (configuration not stated)	-51.7%	10.2	110	9.5%	-10.2	110	0.6	79.3	78.7
CC(=O)C1=C(O)C(=O)N(CCCO)C1c1ccccc1 (configuration not stated)	23.5%	9.7	67	0.9%	-10.9	187	-4.4	96.2	100.6
COc1ccc(Nc2nc(N3CCCCC3)c3ccccc3n2)cc1	-8.8%	-11.7	129	6.9%	11.7	129	x	x	x
CCCOc1ccc(C(=O)Nc2ccccc2[N+](=O)[O-])cc1	x	-10.1	154	x	10.1	154	x	x	x
CCCCCC(C)n1[nH]c(=O)cc1N (configuration not stated)	-7.0%	23.4	191	-1.0%	-23.4	191	-1.1	86.2	87.3
COc1ccc(NC(=O)/C(C#N)=C\c2cc(C)n(-c3ccc(Oc4ccc([N+](=O)[O-])cn4)cc3)c2C)cc1	-6.8%	9.0	149	-31.9%	-9.0	149	-1.1	33.1	34.3
CCc1c(C)nc(N)n2c(SCC(=O)Nc3ccccc3)nnc12	10.7%	-4.0	170	-2.1%	4.1	170	-5.2	88.4	93.7
Cc1cccc(OCCCC(=O)Nc2ccc(S(=O)(=O)Nc3onc(C)c3C)cc2)c1	-9.8%	-4.3	90	6.2%	4.3	90	10.6	99.7	89.2
Cc1cccc(/C(N)=N/OC(=O)Cc2cccs2)c1	1.0%	13.2	107	-4.9%	-13.2	107	x	x	x
CCCCNC(=O)Nc1ccccc1C(=O)NCc1ccco1	-17.4%	30.1	128	-4.9%	-30.1	128	5.5	78.4	72.9
CCOC(=O)c1cc2sc(C)cc2n1CC(=O)N1CCN(C(=O)c2ccco2)CC1	-49.5%	-7.7	183	-7.6%	7.7	183	-7.0	70.8	77.8
CN(C)S(=O)(=O)c1cccc(C(=O)NCC2CCCO2)c1 (configuration not stated)	1.2%	11.4	123	-5.3%	-11.4	123	-9.6	90.6	100.2
Cn1c(Oc2ccc3c(c2)OCO3)nc2c1c(=O)n(Cc1ccccc1)c(=O)n2C	5.1%	17.5	126	-2.9%	-17.5	126	-7.4	69.6	77.0
Cc1oc(CC(C)C)c(CN)c1C(=O)O	17.1%	-3.9	128	3.9%	3.9	128	x	x	x
COc1ccc(CCNC(=O)CC2Nc3ccccc3NC2=O)cc1OC (configuration not stated)	-58.0%	18.7	124	-19.2%	-18.7	124	4.7	102.6	97.9
Cc1cc(Nc2ccc(F)c(Cl)c2)n2ncnc2n1	15.7%	x	x	-2.3%	x	x	15.3	96.5	81.3
COc1ccc2nc(NC(=O)C3CCCN(S(=O)(=O)c4c(C)noc4C)C3)sc2c1 (configuration not stated)	9.4%	x	x	-1.0%	x	x	-29.2	35.1	64.3
COc1ccc(C)cc1S(=O)(=O)N(C)CC(=O)NC1CCCCC1	4.9%	17.6	99	-5.0%	-17.6	99	4.3	92.7	88.3

Single records, as listed above. Order of values: PLAP inhibition	IL1B NFkB pot	IL1B NFkB pot cell count 2 µM	Bcl-B displacement	IL1B NFkB inh	IL1B NFkB inh cell count 2 µM	MRP reversal	MRP reversal cytotoxicity	MRP reversal with doxorubicin
`CCOC(=O)c1cc2sc(C)cc2n1CC(=O)N1CCN(C(=O)c2ccco2)CC1` across the screens: -49.5%	-7.7	183	-7.6%	7.7	183	-7.0	70.8	77.8
`Cc1cccc(/C(N)=N/OC(=O)Cc2cccs2)c1` across the screens: 1.0%	13.2	107	-4.9%	-13.2	107	x	x	x
`COc1ccc(CCNC(=O)CC2Nc3ccccc3NC2=O)cc1OC` (configuration not stated) across the screens: -58.0%	18.7	124	-19.2%	-18.7	124	4.7	102.6	97.9
`CCc1c(C)nc(N)n2c(SCC(=O)Nc3ccccc3)nnc12` across the screens: 10.7%	-4.0	170	-2.1%	4.1	170	-5.2	88.4	93.7
`Cc1oc(CC(C)C)c(CN)c1C(=O)O` across the screens: 17.1%	-3.9	128	3.9%	3.9	128	x	x	x

Further entries
SMILES	PLAP inhibition	IL1B NFkB pot	IL1B NFkB pot cell count 2 µM	Bcl-B displacement	IL1B NFkB inh	IL1B NFkB inh cell count 2 µM	MRP reversal	MRP reversal cytotoxicity	MRP reversal with doxorubicin
COc1cc(/C=N/N=C(/N)c2nonc2N)cc(Br)c1OCc1cccc(C)c1	35.8%	2.9	181	-11.4%	-2.9	181	-8.6	73.8	82.4
CCn1cc([N+](=O)[O-])c(C(=O)Nc2cc(C)on2)n1	-8.9%	18.0	203	-3.5%	-18.0	203	x	x	x
CN(C)CCNC(=O)c1cc2ccccc2oc1=O	-10.0%	2.5	94	-2.7%	-2.5	94	-9.2	93.6	102.8
O=C(NCCSCc1ccc(Cl)cc1Cl)c1ccc(CN2CCOCC2)cc1	-61.8%	-1.1	139	-12.2%	1.1	139	x	x	x
Cc1nn(CCCNC(=O)C2CCCO2)cc1Br (configuration not stated)	-25.2%	-4.1	127	-10.7%	4.1	127	4.8	90.8	86.0
CC(C)Cc1cc(C(=O)Nc2sc3c(c2C#N)CCCC3)no1	-21.3%	x	x	-0.5%	x	x	4.0	90.9	86.9
COc1ccc(S(=O)(=O)N2CC3CCCN3c3ccc(C(F)(F)F)cc32)cc1 (configuration not stated)	25.9%	11.7	109	-3.7%	-11.7	109	x	x	x

A portion of the library; rates above refer to the full screens.
